Screening data from PubChem BioAssay.
PLC-gamma1 inh = PLC-gamma1 enzyme inhibitors, primary screen, biochemical, fluorescence, purified enzyme; 1-phosphatidylinositol 4,5-bisphosphate phosphodiesterase gamma-1 (Homo sapiens), P19174; 370,000 compounds, 0.84% hits; AID 720700, 2013; inhibition, % at 12.2 µM; fluorogenic substrate; in the data active = inhibition above about 9.5%
ARFGAP1 inh = inhibitors of rat ARFGAP1 GAP activity, primary screen, biochemical, fluorescence polarization, GDP tracer | ADP-ribosylation factor GTPase-activating protein 1 (Rattus norvegicus), Q62848 | Arfgap1-stimulated ARF1 GTP hydrolysis, GDP FP detection | inhibition, % at 16.5 µM | 360,000 compounds, 0.26% hits;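 active = inhibition above a per-plate limit, mean inhibition of low control wells plus 3 SD, cut at about 25% in these data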;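 note: 0% = DMSO wells with enzyme and 100% = wells lacking Arfgap1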
Target sequence (Q62848 1-136 limits assumed): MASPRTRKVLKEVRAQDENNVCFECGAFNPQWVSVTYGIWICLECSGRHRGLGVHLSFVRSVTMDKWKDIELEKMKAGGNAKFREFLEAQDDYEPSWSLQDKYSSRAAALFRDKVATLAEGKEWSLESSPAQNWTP
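Repeats: one replicate per compound; assay system: rat Arfgap1 catalytic domain, aa 1-136; times: enzyme reaction 120 min at 25 °C after 20 min preincubation; detection: FP of antibody-bound GDP Alexa 633 tracer, ex 620/em 688 nm; benchmarks: high control wells lacking Arfgap1, low control full reaction with DMSO; reagent: human ARF1(Δ1-17)-GTP substrate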
UHRF1 MBD2 ctr = UHRF1 methylated DNA binding inhibitors, primary screen, counter-screen for MBD2 inhibitor project, biochemical, TR-FRET, human UHRF1, single concentration. AID 687016, 2013. UHRF1 binding to methylated oligo. E3 ubiquitin-protein ligase UHRF1 (Homo sapiens), Q96T88. inhibition, % at 4.4 µM. 370,000 compounds, 0.75% hits; in the data active = inhibition above about 21%;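 note: UHRF1 SRA domain binding a hemimethylated CpG hairpin DNA probe; 0% = median of test compound wells and 100% = reference inhibitor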
proKLK7 act = proKLK7 zymogen activators, primary screen, biochemical, fluorescence intensity | Kallikrein-7 (Homo sapiens), P49862 | activation, % at 7 µM | AID 652039, 2013 | 370,000 compounds, 0.9% hits | purified proKLK7, EDANS-DABCYL substrate fluorescence; 100% is mature enzyme control, 0% vehicle;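 active = activation above the mean of all tested compounds plus 3 SD, computed per campaign excluding outliers beyond control limits, cut at about 13% in these data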
Target sequence (P49862 whole entry, looked up): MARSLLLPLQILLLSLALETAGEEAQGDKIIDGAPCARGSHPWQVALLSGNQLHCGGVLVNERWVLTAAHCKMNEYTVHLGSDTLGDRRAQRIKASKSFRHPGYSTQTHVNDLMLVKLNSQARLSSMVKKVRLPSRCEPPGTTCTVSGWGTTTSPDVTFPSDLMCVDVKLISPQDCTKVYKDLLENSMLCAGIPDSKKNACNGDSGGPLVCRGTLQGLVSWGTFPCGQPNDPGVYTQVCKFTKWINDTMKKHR
DDE Tn6 FP inh = inhibitors of Tn6 peptide binding to fibrin DD(E), primary screen, biochemical, fluorescence polarization, human fibrin, Tn6 probe. Fibrinogen beta chain (Homo sapiens), P02675. Fibrin DD(E) TRITC-Tn6 fluorescence polarization displacement. inhibition, % at 8.3 µM. 370,000 compounds, 0.21% hits. AID 720509, 2013;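 active = inhibition above a per-campaign cutoff: mean of compounds within control limits plus 3 SD, cut at about 15% in these data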;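 note: 0% = median of all compound wells on the plate and 100% = blocking peptide control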
Target sequence (P02675 whole entry, looked up): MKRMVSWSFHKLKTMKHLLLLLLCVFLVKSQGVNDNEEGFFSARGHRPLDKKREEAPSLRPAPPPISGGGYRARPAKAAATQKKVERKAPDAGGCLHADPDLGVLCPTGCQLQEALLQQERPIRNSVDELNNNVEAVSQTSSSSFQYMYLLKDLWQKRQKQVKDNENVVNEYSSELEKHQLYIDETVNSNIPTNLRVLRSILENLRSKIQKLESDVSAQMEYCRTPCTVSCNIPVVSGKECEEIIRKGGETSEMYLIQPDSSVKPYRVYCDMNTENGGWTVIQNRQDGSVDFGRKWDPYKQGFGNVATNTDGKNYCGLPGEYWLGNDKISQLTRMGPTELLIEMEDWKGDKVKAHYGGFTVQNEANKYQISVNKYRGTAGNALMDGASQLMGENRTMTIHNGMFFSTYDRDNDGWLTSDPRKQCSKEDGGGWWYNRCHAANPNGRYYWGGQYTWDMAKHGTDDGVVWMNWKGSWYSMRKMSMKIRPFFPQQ
PLCb3 inh = human PLC-beta3 inhibitors, primary screen, biochemical, fluorescence. 370,000 compounds, 0.18% hits. inhibition, % at 12.2 µM. 1-phosphatidylinositol 4,5-bisphosphate phosphodiesterase beta-3 (Homo sapiens), Q01970. AID 720704, 2013. Purified PLC-beta3, fluorogenic substrate; in the data active = inhibition above about 11%;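 note: 0% = median of compound wells on plate and 100% = full blocker control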
DDE Tn7 FP inh = inhibitors of Tn7 peptide binding to fibrin DD(E), primary screen, biochemical, fluorescence polarization, human fibrin, Tn7 probe; Fibrinogen beta chain (Homo sapiens), P02675; FP displacement of FITC-Tn7 peptide from fibrin DD(E); 0% = median of compound wells per plate; inhibition, % at 8.3 µM; 370,000 compounds, 0.13% hits; AID 720508, 2013;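 active = inhibition above the mean of compounds falling within the control limits plus 3 SD of them, cut at about 14% in these data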;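 note: 0% = plate median of compound wells and 100% = 10 µM Aha-Tn7 peptide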
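Assay system: human fibrin DD(E) protein / Input: 2 µM fibrin DD(E) / Benchmarks: high control of 10 µM Aha-Tn7 peptide / Measured by: fluorescence polarization of the labelled Tn7 tracer / Medium: Tris buffer with calcium and detergent, pH 7.8 / Timing: 10 min compound pre-incubation, 3 h probe incubation at room temperature / Repeats: one replicate per compound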
ASAP1 GAP inh = inhibitors of human ASAP1 ArfGAP activity, primary screen, biochemical, fluorescence polarization. inhibition, % at 16.5 µM. 360,000 compounds, 0.19% hits. ASAP1-stimulated ARF1 GTP hydrolysis, GDP FP detection. Arf-GAP with SH3 domain, ANK repeat and PH domain-containing protein 1 (Homo sapiens), …; in the data active = inhibition above about 25%;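 note: 0% = vehicle with enzyme and substrate and 100% = no enzyme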
NR1D1 modulator = modulators of Rev-erb alpha DNA binding, primary screen, biochemical, FITC-DNA, fluorescence polarization, uHTS | Nuclear receptor subfamily 1 group D member 1 (Homo sapiens), P20393 | activity, % at 10 µM | Rev-erbα–FITC-DNA binding, 90 min | 370,000 compounds, 0.79% hits;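 active = activity above about 14%, limit read from the data; passing the limit was not always enough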;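 note: 0% = DMSO wells with 35 nM protein and 100% = DMSO wells with 750 nM protein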
sPLA2-III inh = human group III sPLA2 inhibitors, primary screen, biochemical, QFRET, BODIPY PC-A2 liposome substrate. Group 3 secretory phospholipase A2 (Homo sapiens), Q9NZ20. QFRET BODIPY PC-A2 liposome hydrolysis, fluorescence. inhibition, % at 12.2 µM. 370,000 compounds, 0.56% hits;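 active = inhibition above mean plus 3 SD of compounds lying within the high and low control bounds, cut at about 19% in these data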;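 note: 0% = median of test compound wells and 100% = no enzyme DMSO wells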
Starred values were filed as active, the others as inactive.

#	Molecule	PLC-gamma1 inh	ARFGAP1 inh	UHRF1 MBD2 ctr	proKLK7 act	DDE Tn6 FP inh
1	C=C(CC1CC(O)[C@]2(C)OC3CC4OC5C[C@]6(C)O[C@]7(C)CCC8OC9C[C@]%10(C)OC%11C(C)=CC(=O)OC%11CC%10OC9C[C@@H](C)C8OC7CC6O[C@]5(C)C/C=C\C4OC3CC2O1)C(=O)O (stereo partly drawn)	0	2	1	-0.1	4
2	Fc1ccc(N2CCN(Cc3cc4c(cc3Br)OCO4)CC2)cc1	5	12	2	0.1	-3
3	N/C(=N\[N+](=O)[O-])N1CCN(C(=O)Oc2ccccc2)CC1	0	-10	-1	-0.4	11
4	Cc1cccc(N2C(=O)NC(=O)/C(=C\c3ccc4c(c3)CCCN4Cc3ccccc3)C2=O)c1	-35	-5	-1	-0.2	-7
5	c1ccc2oc(N3CCNCC3)nc2c1	-1	0	0	0.3	0
6	CC(C)c1ccc(O)c(CN2CCN(c3ccccc3)CC2)c1	6	-2	1	-0.2	9
7	O=C1NC(=O)N(CCC2=CCCCC2)C(=O)/C1=C\c1cccs1	-5	-10	6	0.1	-7
8	COc1ccc(-c2cc(=O)oc3c(C)c(OC(C)C(=O)N4C[C@H]5C[C@@H](C4)c4cccc(=O)n4C5)ccc23)cc1 (stereo partly drawn)	-128	1	0	2.2	3
9	CCOc1ccc(C=C2C(=O)NC(=S)NC2=O)cc1OCC	-1	-3	-3	0.3	4
10	C[C@@H]1CC[C@H]2[C@@H](C)C(=O)O[C@@H]3O[C@@]4(C)CC[C@@H]1[C@]32OO4	3	3	-2	0.3	6

#	PLCb3 inh	DDE Tn7 FP inh	ASAP1 GAP inh	NR1D1 modulator	sPLA2-III inh
1	2	4	11	-3	5
2	-4	0	3	2	6
3	5	9	-15	4	-4
4	-45	1	-8	-1	-6
5	0	-2	-6	0	5
6	1	2	-6	4	5
7	-6	3	-11	-8	6
8	-168	-3	-3	4	5
9	-4	-1	-11	-5	-4
10	2	-4	3	5	-1

Continued (five carried over from the part before).
#	Molecule	PLC-gamma1 inh	ARFGAP1 inh	UHRF1 MBD2 ctr	proKLK7 act	DDE Tn6 FP inh
6	CC(C)c1ccc(O)c(CN2CCN(c3ccccc3)CC2)c1	6	-2	1	-0.2	9
7	O=C1NC(=O)N(CCC2=CCCCC2)C(=O)/C1=C\c1cccs1	-5	-10	6	0.1	-7
8	COc1ccc(-c2cc(=O)oc3c(C)c(OC(C)C(=O)N4C[C@H]5C[C@@H](C4)c4cccc(=O)n4C5)ccc23)cc1 (stereo partly drawn)	-128	1	0	2.2	3
9	CCOc1ccc(C=C2C(=O)NC(=S)NC2=O)cc1OCC	-1	-3	-3	0.3	4
10	C[C@@H]1CC[C@H]2[C@@H](C)C(=O)O[C@@H]3O[C@@]4(C)CC[C@@H]1[C@]32OO4	3	3	-2	0.3	6
11	CCCCn1c(=O)c(C(=O)Nc2ccsc2C(=O)OC)c(O)c2ccccc21	-1	12	0	0.0	0
12	COc1cccc(CCNCc2cccc(C(F)(F)F)c2)c1	0	14	3	-0.4	-1
13	COc1ccccc1-n1c(-c2ccc(C)cc2)nc2ccccc2c1=O	-2	4	0	-1.3	8
14	O=C(c1ccc(Cl)cc1)C12CN3CN(CN(C3)C1)C2	2	9	-3	0.1	2
15	CCCc1cc(=O)oc2cc(OCC(=O)N3CCC(C(=O)O)(c4ccccc4)CC3)ccc12	-20	-4	3	-0.3	6
16	CC[N+](C)(CC)CCCCOc1ccc2c(c1)C(=O)c1cc(OCCCC[N+](C)(CC)CC)ccc1-2	4	26*	41*	0.3	0
17	O=c1[nH]c(=O)n(Cc2ccc(F)cc2)c(O)c1C=NCCCn1ccnc1	0	0	0	-0.6	0
18	CCCCN1CCC(O)(c2ccccc2)C(C(=O)c2ccccc2)C1 (stereo not drawn)	-1	-11	3	-0.3	7
19	COC(=O)C1=C(c2ccccc2)C[C@@H]2CC[C@H]1N2C(=O)NCc1ccco1	-2	5	-4	-0.9	-2
20	Cc1cccc(OCC(=O)N2CCN(Cc3ccc4c(c3)OCO4)CC2)c1	1	7	7	-1.0	-1

#	PLCb3 inh	DDE Tn7 FP inh	ASAP1 GAP inh	NR1D1 modulator	sPLA2-III inh
6	1	2	-6	4	5
7	-6	3	-11	-8	6
8	-168	-3	-3	4	5
9	-4	-1	-11	-5	-4
10	2	-4	3	5	-1
11	0	3	-4	6	6
12	0	-1	-12	-1	-2
13	-7	0	11	2	-7
14	-2	-2	-3	-1	3
15	-28	8	16	-1	10
16	-4	-4	0	0	4
17	0	1	12	-1	0
18	0	-4	6	0	6
19	-2	6	7	-2	2
20	2	-3	-5	0	-6

Next section.
#	Molecule	PLC-gamma1 inh	ARFGAP1 inh	UHRF1 MBD2 ctr	proKLK7 act	DDE Tn6 FP inh
21	CNC1(c2ccc(F)cc2)CCCCC1	2	-9	-1	-0.1	-1
22	CC1=C(C)CC2(C(=O)NC(=O)NC2=O)C(C)C1 (stereo not drawn)	2	-9	-1	0.0	6
23	Cc1cccc(N2C(=O)NC(=O)/C(=C/c3ccc(N4CCOCC4)cc3)C2=O)c1	5	5	0	0.5	-6
24	CN1C(=O)C(O)N=C(c2ccccc2)c2ccccc21 (stereo not drawn)	7	-20	2	0.1	-2
25	Cc1cc(N(CCCl)CCCl)ccc1/C=N/N=C(\N)c1cnccn1	-1	6	-3	0.2	3
26	CCc1ccc(OCCCN=C(C)c2c(O)n(C)c(=O)n(C)c2=O)cc1	4	8	4	0.0	-4
27	C[C@]12CCC3C(CC[C@H]4C[C@@H](O)CC[C@]34C)[C@H]1CC[C@H]2O (stereo partly drawn)	2	0	-2	0.0	-1
28	O=C(CN1CCCCC1)c1ccccc1Cl	0	9	-1	0.3	5
29	CC1CN(O)C2CCc3nonc3C12O (stereo not drawn)	-5	-9	2	0.0	-7
30	O=C(CCC(=O)N1C[C@H]2C[C@@H](C1)c1cccc(=O)n1C2)NCc1ccc(F)cc1	2	-1	-1	-0.4	-5

#	PLCb3 inh	DDE Tn7 FP inh	ASAP1 GAP inh	NR1D1 modulator	sPLA2-III inh
21	-6	-1	-7	-6	7
22	1	2	5	-8	2
23	-1	-3	-1	-3	3
24	-3	-4	2	5	5
25	-6	-2	2	-3	2
26	0	1	-5	-5	0
27	7	-1	-12	-8	0
28	2	-8	-12	0	-1
29	2	-5	-4	-4	-5
30	2	-4	-3	-3	0

The list continues:
#	Molecule	PLC-gamma1 inh	ARFGAP1 inh	UHRF1 MBD2 ctr	proKLK7 act	DDE Tn6 FP inh
31	CCN1CCC2(CCNC2)C1 (stereo not drawn)	4	5	1	0.2	-1
32	COC(=O)C1=C(c2cccc(Cl)c2)C[C@@H]2CC[C@H]1N2C(=O)N1CCCC1	-2	-12	-1	0.7	-3
33	COc1ccc(P2(=O)Nc3ccccc3N2)cc1	-19	-14	-1	-0.9	-8
34	O=c1c2ccccc2nc(-c2ccc(Cl)cc2Cl)n1-c1nccs1	-4	-6	-4	-0.7	-8
35	O=c1[nH]c(=O)n(C2CCCCC2)c(O)c1C1NCCc2ccccc21 (stereo not drawn)	0	-3	0	0.2	-2
36	CCCN1CCO[C@@H]2c3cc(O)ccc3OC[C@H]21	2	20	-1	0.8	1
37	Cn1c(O)c(C=Nc2ccccc2-c2ccccc2)c(=O)n(C)c1=O	-3	-2	-1	-0.3	-1
38	O=P1(Oc2ccccc2)OCCCS1 (stereo not drawn)	2	9	2	-0.3	-7
39	Cc1c(C=O)c2ccccc2n1Cc1ccc([N+](=O)[O-])cc1	-1	-4	1	0.4	3
40	COc1cccc(NC2=NCCCS2)c1	-2	4	2	-0.4	1
41	O=C(COC(=O)Cc1ccccc1)NC(=O)NC1CCCCC1	2	16	0	0.5	1
42	CCC(c1nnnn1-c1ccc(OC)cc1)N1CCC(n2c(=O)[nH]c3ccccc32)CC1 (stereo not drawn)	3	-9	0	-0.2	6

#	PLCb3 inh	DDE Tn7 FP inh	ASAP1 GAP inh	NR1D1 modulator	sPLA2-III inh
31	0	-2	-2	3	0
32	2	1	6	-2	0
33	-25	4	-7	-12	-4
34	-6	-3	-10	1	-13
35	0	-1	-8	-2	-5
36	-2	-8	6	-3	3
37	-5	-3	7	1	-4
38	-10	-2	9	4	12
39	0	-6	3	5	4
40	-4	-3	-8	1	-3
41	-2	-6	7	7	-3
42	5	-8	18	-3	1

A portion of the library (hit frequency here may not be typical).
